GPR7 antag = GPR7 receptor antagonists, primary screen, cell-based, fluorescence, single concentration. GPR7-expressing cells, fluorescence antagonist assay. inhibition, % at 4.4 µM. 1.1% of 290,000 active. AID 1861, 2009; in the data active means inhibition above about 16%, passing the limit was not always enough;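 further: cells stimulated with the agonist NPW; 0% = agonist with vehicle and 100% = vehicle without agonist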
OXTR potentiator = human OXTR potentiators, primary screen, fluorescence, CHO-OTR cells, Fluo-8 calcium. Oxytocin receptor (Homo sapiens), P30559. activation, % at 3 µM. 0.061% of 320,000 active. Fluo-8 calcium fluorescence, potentiator mode; 0% = oxytocin EC15, 100% = EC100;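 active means activation above that plate's cutoff, the mean activation of tested compounds plus 3 SD, cut at about 6.6% in these data, passing the limit was not always enough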;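 further: 100% uses oxytocin at 75 nM as the full agonist control; some results filed as inactive read as strong as hits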
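test system = CHO-OTR cells, human receptor | compound = single-point 3.0 µM | schedule = 6 min compound pre-incubation at room temperature, 100 s kinetic read | signal = Fluo-8 no-wash calcium dye fluorescence, excitation 470-495 nm, emission 515-575 nm | repeats = single well per compound, singlicate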
V1R ag counter = agonists of human V1a receptor, primary screen, counter-screen for OXTR agonist project, fluorescence, CHO-V1R cells. Fluo-8 calcium fluorescence, agonist mode; 0% DMSO, 100% 3 nM vasopressin. activation, % at 3 µM. 0.25% of 320,000 active. Vasopressin V1a receptor (Homo sapiens), P37288. AID 2797, 2010;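 active means activation above the mean activation of all tested compounds plus 3 SD, per screening run, cut at about 20% in these data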;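 further: signal is peak over basal fluorescence ratio across a 100 second FLIPR read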
Target sequence (P37288 whole entry, looked up): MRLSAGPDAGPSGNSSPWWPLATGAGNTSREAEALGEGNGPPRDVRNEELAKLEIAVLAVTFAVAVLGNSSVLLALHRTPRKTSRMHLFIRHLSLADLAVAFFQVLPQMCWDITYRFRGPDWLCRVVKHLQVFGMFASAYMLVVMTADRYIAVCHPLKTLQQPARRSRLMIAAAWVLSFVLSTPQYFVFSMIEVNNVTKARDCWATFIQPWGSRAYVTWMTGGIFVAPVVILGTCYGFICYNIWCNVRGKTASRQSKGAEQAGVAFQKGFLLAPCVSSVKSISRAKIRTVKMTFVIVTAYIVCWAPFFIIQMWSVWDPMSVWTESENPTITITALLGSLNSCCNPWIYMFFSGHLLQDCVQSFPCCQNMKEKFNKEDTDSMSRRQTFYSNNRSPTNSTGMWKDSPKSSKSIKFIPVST
TAAR1 antag = human TAAR1 antagonists, primary screen, Fluo-8 calcium fluorescence, CHO RD-HGA16 cells | antagonist | inhibition, % at 3 µM | 1.5% of 360,000 active | AID 624466, 2012;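 active means inhibition above a per-plate cutoff, the mean inhibition of test compounds on that plate plus 3 SD, cut at about 49% in these data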;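 further: 0% = DMSO plus EC80 beta-PEA response and 100% = DMSO alone without agonist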
Target sequence (Q96RJ0 whole entry, looked up): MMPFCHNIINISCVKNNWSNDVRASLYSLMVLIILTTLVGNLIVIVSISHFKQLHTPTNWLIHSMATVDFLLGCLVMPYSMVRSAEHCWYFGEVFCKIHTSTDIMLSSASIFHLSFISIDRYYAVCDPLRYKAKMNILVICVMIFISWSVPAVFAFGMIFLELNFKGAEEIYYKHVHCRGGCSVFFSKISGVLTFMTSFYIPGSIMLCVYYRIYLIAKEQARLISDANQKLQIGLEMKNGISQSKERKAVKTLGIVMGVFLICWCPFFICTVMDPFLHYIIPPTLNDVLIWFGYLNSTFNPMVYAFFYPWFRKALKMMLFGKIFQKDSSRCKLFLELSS
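Material: CHO RD-HGA16 cells bearing hTAAR1; compound dosing: one-point dosing, 3 µM nominal final; schedule: dye loading 75 min at 37 °C, then 30 min room temperature; measured by: calcium fluorescence with Fluo-8; control set: vehicle and agonist controls; replication: n of 1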
CHO-K1 Ca antag = M1 antagonist counterscreen hit in parental CHO-K1 cells | AID 602250 | inhibition, % at 3 µM | ATP-induced calcium, Fluo-8 fluorescence | 0.6% of 360,000 active;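 active means inhibition above a per-plate cutoff, the plate's mean sample inhibition plus 3 SD, cut at about 24% in these data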;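 further: 0% = DMSO plus EC80 ATP and 100% = DMSO alone without ATP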
CHO-K1 Ca ag = counter-screen for M1 agonists: effect in parental CHO-K1 cells | Fluo-8 calcium fluorescence; scaled to maximal ATP response, vehicle zero | activation, % at 3 µM | 0.48% of 360,000 active; in the data active means activation above about 15%;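 further: untransfected CHO-K1 host cells lacking M1 receptor as counterscreen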
M1 PAM parental = nonselective calcium activators in parental CHO-K1 cells, primary screen, counter-screen for M1 PAM project, cell-based, Fluo-8 calcium fluorescence, full deck, 1536-well. activation, % at 3 µM. 0.02% of 360,000 active. ATP EC20; 0% at ATP EC20, 100% at ATP max;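 active means activation above the run cutoff, the mean activation of all test compounds plus 3 SD, cut at about 40% in these data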;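 further: peak over basal fluorescence ratio in a 140 s read after ATP addition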
OXTR ag = human OXTR agonists, primary screen, fluorescence, CHO-OTR cells, Fluo-8 calcium. Fluo-8 calcium fluorescence; normalized: DMSO 0%, oxytocin 100%. Oxytocin receptor (Homo sapiens), P30559. activation, % at 3 µM. AID 2435, 2010. 0.32% of 320,000 active;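 active means activation above the mean of all tested compounds plus 3 SD, cutoff set per screening run, cut at about 20% in these data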;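 further: peak over basal fluorescence ratio from a 100 s FLIPR kinetic read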
CHO parental Ca = ATP-evoked calcium signal inhibitors, parental CHO, primary screen, counter-screen for OX1R antagonist project, cell-based, fluorescence, Fluo-8 calcium dye; parental CHO-K1, ATP-induced calcium, Fluo-8 fluorescence; inhibition, % at 5.6 µM; 0.63% of 330,000 active; AID 463079, 2010;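 active means inhibition above that plate's mean sample inhibition plus 3 SD, cut at about 26% in these data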;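 further: 0% = ATP-challenged DMSO wells and 100% = DMSO wells without ATP; some compounds past the cut are filed as inactive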
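Test system: parental CHO cells; detection: calcium-sensitive Fluo-8 fluorescence; evaluation: percent inhibition of calcium signal; also added: ATP as calcium-mobilizing challenge; repeats: one well per compound; control set: ATP-challenged DMSO wells low, unchallenged DMSO wells high; compound: single nominal dose of 5.6 µM per compound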
Starred values were filed as active, the others as inactive; . = not tested or not shown.

[1] Cc1ccc(NC(=O)C(=O)NCC2OCCc3ccccc32)cc1 (stereo unspecified)
[2] C=CCn1c(=NC(=O)c2ccc(S(=O)(=O)N3CCCc4ccccc43)cc2)sc2cc(S(N)(=O)=O)ccc21
[3] CC(=O)Nc1nnc(SCC(=O)N2CCc3ccccc32)s1
[4] O=C(NCc1nnc2c(C(F)(F)F)cc(Cl)cn12)c1cccs1
[5] O=C(CCc1ccccc1)N=C1SC2CS(=O)(=O)CC2N1c1cccc(F)c1 (stereo unspecified)
[6] CCOC(CNC(=O)c1nnc(Cc2cc(OC)c(OC)c(OC)c2)o1)OCC
[7] CS(=O)(=O)N(CCC(=O)O)Cc1ccccc1
[8] Cc1ccc(C(=O)NC2CCS(=O)(=O)C2)cc1S(=O)(=O)N1CCCCCC1 (stereo unspecified)
[9] COc1ccccc1NC(=O)CNC(=O)c1ccc(Br)o1
[10] CON(c1nc(Cl)nc(N(C)C)n1)S(=O)(=O)c1ccc(C)cc1
assay / compound	1	2	3	4	5	6	7	8	9	10
GPR7 antag	-5	-1	-1	0	-5	-19	-6	-7	10	-1
OXTR potentiator	-2	-5	-3	-7	-10	-1	-2	-4	1	-6
V1R ag counter	1.3	1.1	1.4	0.9	1.5	0.2	0.2	0.8	1.2	0.5
TAAR1 antag	12	-10	-1	-6	-24	-12	12	-23	3	-4
CHO-K1 Ca antag	-16	2	-8	-12	-11	-2	6	-6	8	-11
CHO-K1 Ca ag	1.2	1.8	0.7	0.6	0.2	0.6	-0.6	0.4	0.3	0.6
M1 PAM parental	10	20	13	6	13	-9	-10	10	5	-2
OXTR ag	-0.1	2.3	0.0	-0.4	1.2	1.0	2.5	0.3	1.2	-1.4
CHO parental Ca	-2	-3	-8	-9	-5	7	-3	1	-3	-17

[11] COc1ccccc1NC(=O)c1csc(-n2nc(C)cc2C(F)(F)F)n1
[12] Cc1cc(NC(=O)C2CC(=O)N(c3ccccc3Cl)C2)no1 (stereo unspecified)
[13] O=C1CSC(c2ccccn2)N1Cc1cn2ccccc2n1 (stereo unspecified)
[14] Cc1nn(CCS(=O)(=O)c2ccc(Cl)cc2)c(C)c1Br
[15] CCOC(=O)c1cc(-c2ccc(C)cc2)n(CCC(=O)NC(C)CC)c1C (stereo unspecified)
[16] COc1cc(OC)c(N(C)S(=O)(=O)c2cccc(C(=O)NC3=NCCS3)c2)cc1Cl
[17] COc1ccc(-c2cnc3c(NC(C)=O)cc(-c4cccc(NS(C)(=O)=O)c4)cn23)cc1OC
[18] COc1cc(OC)cc(-c2c(-c3cccs3)c3cc(-c4cccc5[nH]ccc45)ccc3n2C)c1
[19] Cc1cc2c(c(=O)n1Cc1ccccn1)C(c1ccc3c(c1)OCO3)C(C#N)=C(N)O2 (stereo unspecified)
[20] NS(=O)(=O)c1ccc(-c2ccc(/C=C3\SC(=S)N(C4CCS(=O)(=O)C4)C3=O)o2)cc1 (stereo unspecified)
assay / compound	11	12	13	14	15	16	17	18	19	20
GPR7 antag	6	9	-6	-3	-5	-8	.	.	5	-12
OXTR potentiator	-1	-12	-7	-6	-17	-5	.	-4	-3	0
V1R ag counter	0.1	0.8	0.7	0.4	-1.4	3.5	.	0.6	0.5	0.9
TAAR1 antag	-9	-15	-5	-14	14	47	2	5	106*	-1
CHO-K1 Ca antag	-4	-24	-10	3	-8	6	-7	-7	4	-5
CHO-K1 Ca ag	0.1	0.4	-0.1	6.0	0.3	5.0	0.3	1.8	-0.1	1.4
M1 PAM parental	26	13	18	5	-12	-14	17	20	7	13
OXTR ag	1.1	0.2	0.2	-0.6	-1.9	4.0	.	2.3	0.3	2.0
CHO parental Ca	-8	-4	-3	-10	-17	0	.	-8	-4	1

The closing two records of the section before come first, to join the parts:
[19] Cc1cc2c(c(=O)n1Cc1ccccn1)C(c1ccc3c(c1)OCO3)C(C#N)=C(N)O2 (stereo unspecified)
[20] NS(=O)(=O)c1ccc(-c2ccc(/C=C3\SC(=S)N(C4CCS(=O)(=O)C4)C3=O)o2)cc1 (stereo unspecified)
[21] C=CCn1c(SC2CCOC2=O)nc2sc(CC)cc2c1=O (stereo unspecified)
[22] Cc1ccc(Cn2c(-n3nc(C)cc3C)nc3c2c(=O)[nH]c(=O)n3C)cc1
[23] COc1cc(NC(=O)Nc2ccc3c(c2)OCO3)cc(OC)c1OC
[24] COc1ccccc1-c1cc(NC(C)=O)c2ncc(-c3cccc(C(C)=O)c3)n2c1
[25] CCOC(=O)c1c(S(=O)(=O)N2CCC(C)CC2)c(C)n(C)c1C
[26] CC(C)c1ccccc1NC(=O)CCc1nc2ccccc2s1
[27] FC(F)(F)c1cc(Oc2ccc(Cl)cc2)ncc1-c1nnc(-c2ccc(Cl)cc2)o1
[28] CN(C)Cc1csc(NC(=O)Nc2ccccc2-c2ccccc2)n1
[29] CCC/S(CC1CC1(Cl)Cl)=N\S(=O)(=O)c1ccc(C)cc1 (stereo unspecified)
[30] CCc1nnc(NC(=O)CCC(=O)NC2CCCC2)s1
assay / compound	19	20	21	22	23	24	25	26	27	28	29	30
GPR7 antag	5	-12	-3	2	18	.	5	-5	-7	.	-4	-5
OXTR potentiator	-3	0	-6	-5	-9	.	-12	0	-7	.	-3	-3
V1R ag counter	0.5	0.9	-0.7	-0.2	0.6	.	-0.5	-0.4	-1.1	.	-0.9	0.3
TAAR1 antag	106*	-1	-10	11	17	86*	0	-9	-22	10	1	-11
CHO-K1 Ca antag	4	-5	-13	-10	-8	11	-3	15	-3	7	-7	-14
CHO-K1 Ca ag	-0.1	1.4	0.0	0.0	1.3	5.9	7.8	-0.1	0.4	0.8	0.7	0.7
M1 PAM parental	7	13	7	-3	29	5	14	3	8	-8	25	11
OXTR ag	0.3	2.0	-2.1	-0.5	-1.0	.	-0.7	-2.1	0.1	.	-1.3	0.6
CHO parental Ca	-4	1	-19	-14	-9	.	8	-21	-13	.	-12	1

[31] CCN(Cc1nc2cc(Cl)ccc2c(=O)[nH]1)C(=O)c1cc2c(s1)CCCCC2
[32] COc1cc(N)c(Cl)cc1C(=O)OCC(=O)c1cccs1
[33] CCC(C)NC(=O)CSc1c2c(nc3ccccc13)CCCC2 (stereo unspecified)
[34] Cc1ccc(S(=O)(=O)Cn2nnnc2C(c2ccccc2)N2CCN(c3ccccc3)CC2)cc1 (stereo unspecified)
[35] CC1Sc2ccc(C(=O)N3CCCC(C(F)(F)F)C3)cc2NC1=O (stereo unspecified)
[36] Brc1cccc(-c2nnc(-c3ccccc3)o2)c1
[37] O=C(c1cc2cc(F)ccc2[nH]1)N1CCN(Cc2ccc3c(c2)OCO3)CC1
[38] CCN1C(=O)[C@@H]2[C@H](C1=O)[C@@H]1C[C@H]3C(=O)N(CC)C(=O)[C@H]3[C@@H]3C1=C(C(=O)N1C(=O)OC(=NCC4CC4)[C@]31C)[C@@H]2C
[39] CCCn1c(SCC(=O)Nc2nc(-c3ccc(OC)cc3)cs2)nc2c1c(=O)n(C)c(=O)n2C
[40] CCC(C)(C)NC(=O)C(c1sccc1C)N(Cc1ccco1)C(=O)c1csnn1 (stereo unspecified)
[41] O=C(CCNS(=O)(=O)c1ccccc1F)NCc1ccc2c(c1)OCO2
[42] NS(=O)(=O)c1cccc(NS(=O)(=O)c2ccc(/C=C/C(=O)O)cc2)c1
[43] O=C(NCc1ccccn1)c1cc2ccccn2n1
assay / compound	31	32	33	34	35	36	37	38	39	40	41	42	43
GPR7 antag	.	1	7	-9	.	8	9	.	-11	-9	-8	-20	-9
OXTR potentiator	.	-14	-7	-7	-5	-6	-12	-5	-1	2	-1	-4	-1
V1R ag counter	.	2.6	-0.9	0.8	4.3	-1.1	2.5	-0.3	-0.4	-1.0	0.5	0.3	0.2
TAAR1 antag	-8	11	4	-15	-9	10	12	0	9	14	5	-9	-15
CHO-K1 Ca antag	5	-4	-15	-7	1	-23	-2	6	-1	-13	-2	-6	8
CHO-K1 Ca ag	0.4	6.3	0.2	-0.3	3.0	0.1	3.9	-0.1	-0.1	-1.2	0.4	-0.2	0.5
M1 PAM parental	-4	20	17	16	-3	30	0	-16	-2	-9	5	9	-2
OXTR ag	.	0.7	-1.4	1.1	3.9	-1.4	3.9	-0.5	0.3	-1.8	0.0	3.3	1.0
CHO parental Ca	.	-8	-7	-16	-12	-36	1	-8	-4	-16	-8	-16	2

Profiles, quoted from the list. Values in the order: GPR7 antag, OXTR potentiator, V1R ag counter, TAAR1 antag, CHO-K1 Ca antag, CHO-K1 Ca ag, M1 PAM parental, OXTR ag, CHO parental Ca
O=C(NCc1ccccn1)c1cc2ccccn2n1 as listed: -9, -1, 0.2, -15, 8, 0.5, -2, 1.0, 2
CCN1C(=O)[C@@H]2[C@H](C1=O)[C@@H]1C[C@H]3C(=O)N(CC)C(=O)[C@H]3[C@@H]3C1=C(C(=O)N1C(=O)OC(=NCC4CC4)[C@]31C)[C@@H]2C as listed: ., -5, -0.3, 0, 6, -0.1, -16, -0.5, -8
NS(=O)(=O)c1cccc(NS(=O)(=O)c2ccc(/C=C/C(=O)O)cc2)c1 as listed: -20, -4, 0.3, -9, -6, -0.2, 9, 3.3, -16

Source: PubChem

The order is random. Share with any hit: about 3.5%.
